Screens: PubChem BioAssay, several laboratories
DPM-DC inhibit: blocks S. pneumoniae diphosphomevalonate decarboxylase | calls only at 10 µM | hit rate 0.49% among 65,000 | purified DPM-DC, PK/LDH coupled NADH fluorescence | AID 556;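 active = the 320 compounds with the highest percent inhibition in the single-dose primary screen, excluding strongly autofluorescent ones, cut at about 32% in these data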;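 also: kinetic rate of NADH fluorescence loss reporting ADP formed by the decarboxylase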
MK inhibit: S. pneumoniae mevalonate kinase inhibition. purified MK, PK/LDH-coupled NADH absorbance 340 nm. inhibition, % at 10 µM. hit rate 0.48% among 65,000. AID 555;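 active = ranked among the strongest by inhibition in the single 10 µM screen, a fixed top-ranked set picked for dose follow-up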; also: no value below 0 was filed
HPDE-C7K KRASV12: cytotoxicity in KRAS-transformed pancreatic duct cells, primary screen, cell-based, fluorescence, HTS (AID 431). cytotoxicity, % at 10 µM; hits with a dose series show EC50 in µM. HPDE-C7K KRASV12 cells, Alamar Blue viability, 48 h; higher % means a stronger effect. hit rate 1.7% among 63,000;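 active = compounds whose percent cytotoxicity in the single-dose primary screen, scaled between solvent and toxic-drug controls, exceeds 50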;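 also: 0% = DMSO solvent wells and 100% = doxorubicin-treated wells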
LYP phosphatase: inhibition of human PTPN22 tyrosine phosphatase – biochemical, DiFMUP fluorescence, recombinant catalytic domain, 10 µM, primary screen (AID 606) | 52,000 tested, under 10 active | one-dose inhibition, % at 10 µM; IC50 in µM for titrated hits | recombinant LYP catalytic domain, DiFMUP fluorescence; higher % means a stronger effect;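 active = IC50 under 40 µM in the dose-response test; inactive = IC50 of 40 µM or more, or never dose-tested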
HPDE-C7 viability: HPDE-C7 pancreatic duct cell viability loss – fluorescence, HTS (AID 430); HPDE-C7 pancreatic duct cells viability, fluorescence; higher % means a stronger effect; hit rate 1.8% among 63,000; cytotoxicity, % at 10 µM; hits with a dose series show EC50 in µM;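 also: cells exposed to compound for 48 hours before viability readout; 0% = vehicle and 100% = reference cytotoxic drug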
HT1080 viability: cytotoxicity in HT1080 fibrosarcoma cells, cell-based, fluorescence readout (AID 620); HT1080 viability, fluorescence; higher % means a stronger effect; one-dose cytotoxicity, % at 10 µM; EC50 in µM for titrated hits; hit rate 0.42% among 87,000;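 also: cells exposed to compound overnight then 4 h with Alamar Blue; 0% = vehicle DMSO and 100% = killing control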
Spn PMK inh: inhibitors of Streptococcus pneumoniae phosphomevalonate kinase. purified PMK, PK/LDH-coupled NADH absorbance 340 nm. inhibition, % at 10 µM. hit rate 0.49% among 65,000;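 active = top-ranked compounds by inhibition in the single 10 µM screen, taking a fixed number of the strongest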;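 also: 0% = full reaction with DMSO carrier and 100% = background rate without enzyme reaction; no value below 0 was filed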
TNAP inhibition: human TNAP enzyme inhibitors, biochemical, luminescent (AID 518). purified TNAP enzyme, luminescent substrate readout; higher % means a stronger effect. one-dose inhibition, % at 20 µM; IC50 in µM for titrated hits. hit rate 0.09% among 64,000; in the data active = a potency from the dose series; inactive = the rest, 99 in 100 with inhibition below about 22%;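 also: plate controls were vehicle for no effect and reference inhibitor for full effect; many of its hits are not listed in these tables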
Bfl-1 inhibitors: Bfl-1 inhibitors, primary screen, biochemical, fluorescence polarization, FITC-Bid, mouse (AID 432). displacement, % at 20 µM; hits with a dose series show IC50 in µM. FITC-Bid BH3 peptide fluorescence polarization displacement; higher % means a stronger effect. hit rate 0.02% among 64,000; in the data active = a potency from the dose series; inactive = the rest, 99 in 100 with displacement below about 15%; also: strong numbers were not always called active
Spn PMK inh pilot replicates: also measured in Spn PMK inh; calls as there; inhibition, %; measured here: pilot screen replicates
MK inhibit pilot replicates: second read-out of MK inhibit, no call of its own (marks repeat the call); inhibition, %; measured here: pilot screen replicates
DPM-DC inhibit pilot screen %: second read-out of DPM-DC inhibit, no call of its own (marks repeat the call); inhibition, %; measured here: pilot screen trials
The depositor's hits bear a star; i = inactive; / = not tested or not shown. Rule as the data show it, unless noted: active = cytotoxicity above about 50%; inactive = the rest.

SMILES	DPM-DC inhibit	MK inhibit	HPDE-C7K KRASV12	LYP phosphatase	HPDE-C7 viability	HT1080 viability	Spn PMK inh	TNAP inhibition	Bfl-1 inhibitors	others
CC(CCc1ccco1)NC(=O)c1cc2c(-c3ccccc3F)nn(C)c2s1 (stereo not drawn)	i	4.0	3.8%	14.7%	1.2%	-10.1%	8.0	3.2%	1.2%
COc1ccc(O)c(C(=O)c2cnc3onc(C)c3c2)c1	i	0.0	/	5.4%	/	-0.3%	7.0	/	/
Cc1ccccc1OCC(=O)Nc1ccc2c(c1)COC2=O	i	0.0	-14.1%	/	-14.9%	-8.1%	9.0	11.7%	-8.7%
CCN(C(=O)CSc1nnnn1-c1cc(C)ccc1OC)C1CCS(=O)(=O)C1 (stereo not drawn)	i	13.0	/	8.9%	/	1.0%	16.0	7.0%	0.3%
O=C(C1=C(O)C(=O)N(CCc2ccccc2)C1c1cccnc1)c1ccco1 (stereo not drawn)	i	7.0	7.5%	2.7%	-2.6%	-1.5%	0.0	2.3%	-10.0%
O=C1CSC(c2ccccn2)N1c1ccccc1 (stereo not drawn)	i	0.0	-10.9%	/	-14.8%	/	11.0	4.1%	-5.1%
COc1ccc(-c2ccc(-c3noc(C(C)C)n3)c(OC)n2)cc1	/	7.0	-5.8%	6.9%	-1.2%	-19.4%	0.0	17.0%	-3.7%
Cc1ccc(OCc2nnc(SCC(=O)NC3CCCCC3)n2C)cc1	i	10.0	-5.1%	2.1%	-4.7%	-18.3%	7.0	2.0%	3.7%
C=CCSc1nc2c(c(=O)[nH]1)C(C(C)C)C(C#N)=C(N)O2 (stereo not drawn)	i	0.0	6.4%	11.1%	-4.2%	6.9%	0.0	3.5%	-0.4%
CCN=c1scc(-c2ccc3c(c2)NC(=O)CO3)n1N=C1CCCC1	i	3.0	-2.1%	10.1%	-18.7%	17.5%	12.0	1.1%	-9.1%
O=C(CN1CCN(c2ccccc2)CC1)Nc1ccc(-n2cnnn2)cc1	i	0.0	-12.8%	2.2%	-10.7%	-0.8%	13.0	18.1%	-3.3%
O=C(CN1CCCCC1)Nc1cccc(Cl)c1Cl	i	10.0	0.2%	0.1%	1.7%	-1.8%	13.0	5.2%	-2.2%
CSc1nnc2c(n1)OC(C)=Nc1ccccc1-2	i	11.0	0.4%	0.5%	1.2%	-7.0%	0.0	5.1%	4.8%
O=C1NC(c2ccccc2)(C(F)(F)F)C(=O)N1Cc1cccnc1 (stereo not drawn)	i	14.0	-15.0%	12.0%	-14.0%	14.9%	5.0	10.4%	-2.0%
CN(Cc1ccccc1)Cc1c(F)cccc1F	i	52.0*	-7.2%	10.3%	3.0%	-0.2%	0.0	5.6%	7.6%
N#Cc1c(N)sc(=S)c2c1CCN(Cc1ccccc1)C2	/	0.0	-8.2%	5.5%	-9.9%	/	29.0*	21.9%	/
CCOC(=O)C1CCCN(C(=O)Cn2nc(CC)n3c(cc4sccc43)c2=O)C1 (stereo not drawn)	i	1.0	-3.4%	14.8%	-2.7%	-2.6%	3.0	/	-11.2%
CC(C)(C)C1CCc2onc(C(=O)NCc3ccc(F)cc3)c2C1 (stereo not drawn)	i	5.0	-7.0%	/	-14.3%	-0.7%	15.0	14.7%	-3.9%
O=C(Nc1ccc2c(c1)OCO2)NC1CCN(Cc2ccccc2)CC1	i	8.0	-2.5%	-0.8%	0.4%	7.8%	1.0	5.5%	-3.3%
Brc1ccc(-c2nnc(-c3ccco3)o2)cc1	i	4.0	/	-4.9%	/	-1.6%	5.0	13.1%	2.2%
Cc1cc(C)nc(N2C(=O)CC(C(=O)O)NC2=NCCc2c[nH]c3ccccc23)n1 (stereo not drawn)	i	1.0	-41.5%	11.7%	-22.2%	0.4%	10.0	0.2%	0.9%
Fc1ccc(Nc2nc(N3CCOCC3)c3ccccc3n2)cc1	i	6.0	15.4%	/	-0.5%	7.4%	0.0	2.9%	-8.1%
COc1nc(Oc2ccc(=O)n(C)n2)nc(N(C)C)n1	i	2.0	-4.4%	2.7%	-32.3%	4.0%	1.0	6.4%	3.5%	Spn PMK inh pilot replicates=0.5;MK inhibit pilot replicates=0.0;DPM-DC inhibit pilot screen %=0.0
CCC(C)(C)n1nnnc1C(C(C)C)N1CCN(C)CC1 (stereo not drawn)	i	4.0	-14.6%	/	-8.1%	-0.8%	18.0	2.8%	0.4%
C=C(C)Cn1c(NCCC)nc2c1c(=O)n(C)c(=O)n2C	i	3.0	2.1%	7.7%	-12.6%	-4.2%	11.0	7.5%	-2.3%

In the list so far, two contain a thiophene ring, fused or not:
SMILES	DPM-DC inhibit	MK inhibit	HPDE-C7K KRASV12	LYP phosphatase	HPDE-C7 viability	HT1080 viability	Spn PMK inh	TNAP inhibition	Bfl-1 inhibitors	others
CC(CCc1ccco1)NC(=O)c1cc2c(-c3ccccc3F)nn(C)c2s1 (stereo not drawn)	i	4.0	3.8%	14.7%	1.2%	-10.1%	8.0	3.2%	1.2%
CCOC(=O)C1CCCN(C(=O)Cn2nc(CC)n3c(cc4sccc43)c2=O)C1 (stereo not drawn)	i	1.0	-3.4%	14.8%	-2.7%	-2.6%	3.0	/	-11.2%

The listing picks up with the two entries that preceded the break.
SMILES	DPM-DC inhibit	MK inhibit	HPDE-C7K KRASV12	LYP phosphatase	HPDE-C7 viability	HT1080 viability	Spn PMK inh	TNAP inhibition	Bfl-1 inhibitors	others
CCC(C)(C)n1nnnc1C(C(C)C)N1CCN(C)CC1 (stereo not drawn)	i	4.0	-14.6%	/	-8.1%	-0.8%	18.0	2.8%	0.4%
C=C(C)Cn1c(NCCC)nc2c1c(=O)n(C)c(=O)n2C	i	3.0	2.1%	7.7%	-12.6%	-4.2%	11.0	7.5%	-2.3%
COc1ccc(C(CC(=O)O)NC(=O)Cc2ccccc2)cc1 (stereo not drawn)	i	12.0	2.2%	/	2.5%	-0.1%	18.0	7.0%	-5.6%
O=S(=O)(c1cccs1)N1CCc2ccccc2C1	i	5.0	-6.5%	3.1%	-12.6%	3.5%	11.0	3.5%	-8.5%
O=C(c1ccc(Br)o1)N(c1ccc(Br)cc1)C1C=CS(=O)(=O)C1 (stereo not drawn)	i	5.0	6.2%	14.2%	-1.8%	28.6%	20.0	18.4%	3.3%	Spn PMK inh pilot replicates=0.0;MK inhibit pilot replicates=3.0;DPM-DC inhibit pilot screen %=0.0
CC(=O)N1CCN(C(=O)Nc2cccc(C(F)(F)F)c2)CC1	i	0.0	-1.5%	3.7%	-16.6%	-11.0%	17.0	18.6%	-2.6%
Cn1c(SCC(=O)NC2CC2)nnc1C(F)(F)F	i	5.0	-7.9%	-4.7%	-18.5%	-1.1%	5.0	8.8%	-5.8%
Cc1nc2sccn2c1-c1nc(-c2cc3ccccc3o2)cs1	i	0.0	-10.9%	/	-11.0%	-13.1%	12.0	6.3%	-8.2%
O=C(c1ccco1)N1CCN(c2nc3ccccc3c(=O)n2-c2ccccc2)CC1	i	4.0	-8.9%	/	-15.9%	-4.0%	4.0	-3.2%	-9.8%
Cc1cccc(Cn2c(SCC(=O)Nc3ccccc3)nc3c2c(=O)[nH]c(=O)n3C)c1	i	0.0	-1.4%	7.5%	5.2%	2.7%	2.0	17.7%	-0.5%	Spn PMK inh pilot replicates=6.5;MK inhibit pilot replicates=1.0;DPM-DC inhibit pilot screen %=2.0
Cc1cc(OCC(=O)C(C)(C)C)c2c(C)c(C)c(=O)oc2c1	/	4.0	-9.9%	10.8%	-0.4%	0.7%	12.0	11.7%	-8.1%
CCOc1ccc(-c2[nH]ncc2Oc2ccccc2OC)c(O)c1	i	0.0	61.4%*	12.8%	65.8%*	-11.4%	10.0	-8.3%	-2.3%
Cc1ccc(O)c(NC(=O)CCC2CCCCC2)c1	i	2.0	-0.9%	0.5%	9.8%	-2.3%	9.0	8.1%	-6.3%
O=C(CCC(=O)NC1CCN(Cc2ccccc2)CC1)NCc1ccco1	i	4.0	10.4%	13.7%	-1.0%	-3.1%	11.0	9.4%	-3.3%
CCN(CC)c1nc(N2CCOCC2)c(C#N)c2c1CN(C)CC2	i	17.0	-3.3%	8.8%	0.6%	12.1%	2.0	11.8%	-8.1%
O=C(Nc1nc(-c2cccs2)cs1)c1cccc(S(=O)(=O)N2CCCCC2)c1	i	0.0	3.8%	8.1%	-13.1%	-6.9%	10.0	13.2%	-3.9%	Spn PMK inh pilot replicates=5.5;MK inhibit pilot replicates=0.0;DPM-DC inhibit pilot screen %=1.5
COc1cccc(-c2nnc3sc(-c4ccccc4)nn23)c1	i	0.0	-9.4%	-4.7%	-5.7%	-8.8%	6.0	13.8%	-7.4%
CCn1c(CCC(=O)Nc2nc3c(s2)CCCC3)nc2cc(S(=O)(=O)N(C)C)ccc21	i	0.0	9.9%	0.5%	-8.0%	0.1%	11.0	17.7%	6.2%	Spn PMK inh pilot replicates=0.0;MK inhibit pilot replicates=0.0;DPM-DC inhibit pilot screen %=0.0
CC(=O)N1C(=O)C2(C(C#N)=C(N)Oc3n[nH]c(-c4ccccn4)c32)c2ccccc21 (stereo not drawn)	i	3.0	-1.0%	4.3%	-2.5%	6.9%	15.0	-7.8%	2.2%
CCOc1ccc(-n2ccnc2SCC(=O)NCc2ccc3c(c2)OCO3)cc1	i	0.0	-5.4%	-9.9%	-6.0%	-0.5%	8.0	8.7%	16.1%
Nc1nc2c(s1)CC(c1ccccc1)CC2 (stereo not drawn)	i	6.0	11.5%	/	18.8%	-2.2%	10.0	16.8%	-9.7%
COC(=O)NC1CSCC1OC(=O)CCN1C(=O)c2ccccc2C1=O (stereo not drawn)	i	4.0	7.6%	/	5.2%	-5.0%	8.0	3.5%	-2.6%
C=CCn1c(SCC(=O)Nc2cc(C)ccc2OC)nnc1-c1ccco1	i	7.0	-34.3%	/	-22.7%	12.5%	3.0	11.3%	-6.5%
O=C(Nc1cnc2ccccc2c1)C1COc2ccccc2O1 (stereo not drawn)	i	6.0	0.9%	/	0.3%	0.9%	0.0	13.9%	-5.1%
COC(=O)CSC1=C(C#N)C(c2sccc2C)CC(=O)N1 (stereo not drawn)	i	3.0	/	/	/	-10.1%	3.0	/	/
O=C(OCC(=O)N1CCc2ccccc21)c1cccnc1	i	0.0	-3.0%	8.4%	-21.8%	5.8%	1.0	5.4%	0.4%
COc1ccc(C2=NO[C@@H]3C(=O)N(c4c(C)cccc4C)C(=O)[C@H]23)cc1OC	i	7.0	-37.5%	/	-21.4%	-11.0%	12.0	3.4%	-8.5%
COc1ccc(OC)c(-c2[nH]nc3c2C(c2ccco2)C(C#N)=C(N)O3)c1 (stereo not drawn)	i	11.0	2.3%	-7.5%	14.7%	3.2%	10.0	24.0%	0.2%
Cc1ccc(C(=O)NCCCNCCCNC(=O)c2ccc(C)nc2)cn1	i	3.0	-3.6%	-1.9%	1.6%	7.6%	0.0	11.5%	-0.4%
O=C(CSc1ccc2nnc(-c3ccccc3)n2n1)NCC1CCCO1 (stereo not drawn)	i	5.0	/	12.4%	/	-17.4%	13.0	/	/
CC(=O)c1cccc(OCC(=O)c2cc(C)n(-c3cc(C)on3)c2C)c1	i	7.0	4.5%	21.1%	8.3%	63.5%*	14.0	8.5%	-5.8%
